Bioassay records from PubChem BioAssay.
MrgX1 PAM = positive allosteric modulators of MrgX1, primary screen, HEK293 cells, Fluo-4 calcium flux. AID 588675, 2011. B-score at 10 µM. Mas-related G-protein coupled receptor member X1 (Homo sapiens), Q96LB2. 310,000 compounds, 0.63% hits. FDSS; hits give high values;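 active = plate-corrected calcium response at least 3 library SD above typical, normal starting fluorescence, not activating the receptor alone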;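 also: compound read alongside a low EC10 to EC30 dose of BAM8-22 agonist; peak minus trough fluorescence over baseline measured at the second addition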
TRPC4 agonist = activators of mouse TRPC4 channel, primary screen, Fluo4 calcium, HEK293 TRPC4beta/mu-opioid cells | 310,000 compounds, 0.49% hits | Fluo4 calcium fluorescence; hits give high values | AID 2237, 2010 | B-score at 10 µM | Short transient receptor potential channel 4 (Mus musculus), Q9QUQ5;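 active = B-score above 5 SD of library B-scores, and initial fluorescence ratio not above library mean plus 5 SD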;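 also: positive B-score marks a calcium rise read as TRPC4 activation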
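Material: TRPC4beta and mu-opioid receptor HEK293 stable cells | Incubation: 45 min room-temperature Fluo4 loading, 110 s read | Detection: Kinetic Fluo4 calcium fluorescence | Measure: Integrated baseline-normalised fluorescence ratio, converted to per-well B score | Benchmarks: Low control buffer alone, high control maximal DAMGO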
TMEM16A inh = TMEM16A chloride channel inhibitors, primary screen, cell-based, HTS; HEK293 TMEM16A/YFP iodide influx fluorescence, ionomycin; normalized B-score (activity score, 25-100; higher = stronger inhibition) at 10 µM; Anoctamin-1 (Mus musculus), Q8BHY3; 310,000 compounds, 1.2% hits;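 active = ratio plate-corrected score three or more library SD toward inhibition, starting fluorescence score within five deviations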;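 also: score derived from kinetic fluorescence span divided by baseline fluorescence per well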
MrgX1 antagonist = antagonists of human MrgX1 receptor, primary screen, HEK293 cells, Fluo-4 calcium flux. Mas-related G-protein coupled receptor member X1 (Homo sapiens), Q96LB2. BAM8-22 antagonism; hits give low values. B-score at 10 µM. 310,000 compounds, 1.3% hits. AID 588676, 2011;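 active = calcium-response B-score plate-corrected more than 3 library SD below zero, starting fluorescence within 5 deviations, no agonist response on first addition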;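 also: peak minus trough fluorescence over baseline after final BAM8-22 challenge near maximal dose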
TRPC4 PAM = positive allosteric modulators of TRPC4, primary screen, cell-based, mouse TRPC4beta, HEK293 mu-opioid, Fluo-4 calcium; DAMGO EC20, Fluo-4 Ca2+ flux; hits give high values; 310,000 compounds, 0.42% hits; Short transient receptor potential channel 4 (Mus musculus), Q9QUQ5; B-score at 10 µM; AID 2227, 2009;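 active = B-score of calcium response area above 5 SD of library B-scores, with initial fluorescence ratio within 5 SD of library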;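 also: B-score of integrated fluorescence ratio over time as area under calcium response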
SKKanGAS inh = S. pyogenes SKKanGAS growth inhibitors in kanamycin, primary screen, streptokinase expression inhibitor project, SKKanGAS strain, BacTiter-Glo luminescence. 6 h. inhibition, % at 7.5 µM. 300,000 compounds, 1.3% hits;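 active = mean replicate score, as percent of positive control median, at least 50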;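 also: strain carries kanamycin resistance gene driven by streptokinase promoter and grows in 40 µg/ml kanamycin; loss of luminescence reflects streptokinase promoter inhibition or plain growth inhibition; 0% = median of DMSO wells and 100% = positive control at its reference dose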
TRPC6 activator = mouse TRPC6 channel activators, primary screen, cell-based, HEK293, membrane potential dye | Short transient receptor potential channel 6 (Mus musculus), Q61143 | HEK293-TRPC6 membrane potential dye fluorescence; hits give high values | B-score at 10 µM | 310,000 compounds, 0.13% hits | AID 2550, 2010;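 active = B-score of the integrated fluorescence ratio above library mean plus 3 SD, and starting fluorescence ratio within library mean plus 5 SD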;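 also: higher score means more depolarization so channel activation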
Target sequence (Q61143 whole entry, looked up): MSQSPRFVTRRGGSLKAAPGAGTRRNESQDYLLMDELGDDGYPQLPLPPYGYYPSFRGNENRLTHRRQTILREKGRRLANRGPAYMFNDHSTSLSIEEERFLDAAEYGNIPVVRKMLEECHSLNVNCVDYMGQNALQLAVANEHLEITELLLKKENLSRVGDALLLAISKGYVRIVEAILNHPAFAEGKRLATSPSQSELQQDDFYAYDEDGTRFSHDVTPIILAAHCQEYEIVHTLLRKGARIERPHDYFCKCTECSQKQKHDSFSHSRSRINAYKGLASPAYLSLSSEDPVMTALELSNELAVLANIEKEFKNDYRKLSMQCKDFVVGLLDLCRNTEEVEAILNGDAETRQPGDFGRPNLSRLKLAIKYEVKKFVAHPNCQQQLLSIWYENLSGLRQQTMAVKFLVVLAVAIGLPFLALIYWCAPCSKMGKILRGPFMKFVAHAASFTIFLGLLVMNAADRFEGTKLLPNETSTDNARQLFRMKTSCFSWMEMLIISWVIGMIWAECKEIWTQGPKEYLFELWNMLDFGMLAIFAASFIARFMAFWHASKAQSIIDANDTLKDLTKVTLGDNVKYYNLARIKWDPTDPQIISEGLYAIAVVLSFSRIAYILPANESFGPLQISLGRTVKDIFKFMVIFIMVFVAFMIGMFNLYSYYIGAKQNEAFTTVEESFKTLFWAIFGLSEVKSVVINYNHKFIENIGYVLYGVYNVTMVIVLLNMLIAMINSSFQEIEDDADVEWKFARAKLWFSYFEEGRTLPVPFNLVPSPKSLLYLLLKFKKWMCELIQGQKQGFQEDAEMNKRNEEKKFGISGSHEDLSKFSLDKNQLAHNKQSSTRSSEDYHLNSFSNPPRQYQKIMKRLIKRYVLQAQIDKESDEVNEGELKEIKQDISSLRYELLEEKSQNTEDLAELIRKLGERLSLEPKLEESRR
MrgX1 ag = agonists of human MrgX1 receptor, primary screen, HEK293 cells, Fluo-4 calcium flux | Fluo-4 calcium fluorescence, agonist mode; hits give high values | AID 588627, 2011 | B-score at 10 µM | Mas-related G-protein coupled receptor member X1 (Homo sapiens), Q96LB2 | 310,000 compounds, 0.44% hits;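 active = calcium response B-score plate-corrected fluorescence ratio at least 3 library SD, with starting fluorescence B-score inside 5 SD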
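Assay system: stable human MrgX1 HEK293 cell line. Quantity: 15,000 cells per well. Schedule: cells plated overnight, dye loaded 0.5 h 37 °C, 0.5 h room temperature. Detection: Fluo-4 NW calcium-flux fluorescence, kinetic read. Read-out basis: peak-minus-minimum fluorescence over baseline, converted to B scores. Control set: positive and negative control wells on each plate.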
TRPC4 inh = inhibitors of mouse TRPC4 channel, primary screen, Fluo4 calcium, HEK293 TRPC4beta/mu-opioid cells | Short transient receptor potential channel 4 (Mus musculus), Q9QUQ5 | DAMGO-evoked Fluo4 calcium flux; hits give low values | B-score at 10 µM | 300,000 compounds, 0.39% hits | AID 2247, 2010;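 active = B-score over 3 SD under the library average, no early fluorescence shift, positive overall ratio signal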
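Assay system: HEK293 cells with stable TRPC4beta plus mu-opioid receptor expression. Dosing: single dose. Measured by: Fluo4 Ca2+ flux fluorescence. Also added: DAMGO in two steps, submaximal then maximal. Read-out: B score from integrated Fluo4 fluorescence ratio.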
TRPC6 inhibitor = mouse TRPC6 channel inhibitors, primary screen, cell-based, HEK293, membrane potential dye | Short transient receptor potential channel 6 (Mus musculus), Q61143 | 310,000 compounds, 1.1% hits | B-score at 10 µM | AID 2553, 2010 | ACh-evoked depolarization; hits give low values;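 active = B-score under library mean minus 3 SD, initial fluorescence not abnormally high, positive integrated signal ratio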;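 also: B-score derived from integrated fluorescence ratio over the kinetic read; more negative B-score means stronger inhibition of depolarization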
TMEM16A act = TMEM16A chloride channel activators or potentiators, primary screen, cell-based, HTS. 340,000 compounds, 0.3% hits. B-score at 10 µM. HEK293 TMEM16A/YFP-H148Q/I152L, iodide quench fluorescence; hits give low values. Anoctamin-1 (Mus musculus), Q8BHY3;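 active = fluorescence-ratio B-score plate-corrected deviation score at least 3 library SD below zero, with starting fluorescence score within 5 deviations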;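 also: channel opened by trigger with iodide after compound preincubation; score built on the fluorescence ratio of max minus min over baseline; more negative score means more quench and so TMEM16A activation or potentiation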
Active calls of the source: *; i = inactive; / = not tested or not shown.

SMILES	MrgX1 PAM	TRPC4 agonist	TMEM16A inh	MrgX1 antagonist	TRPC4 PAM	SKKanGAS inh	TRPC6 activator	MrgX1 ag	TRPC4 inh	TRPC6 inhibitor	TMEM16A act
COc1ccc(CNC(=O)c2ccc3c(=O)n(-c4ccccc4)c(=O)[nH]c3c2)cc1	i	i	i	i	i	-4	i	i	i	i	i
COc1ccc(NC2c3ccccc3C(=O)N2Cc2ccccc2Cl)cc1OC (configuration not stated)	i	i	i	i	i	-2	i	i	i	i	i
Cc1nn(Cc2ccc(Cl)c(Cl)c2)c(C)c1NC(=O)c1noc2c1CCCCC2	i	i	i	i	i	3	i	i	i	i	i
Cc1ccc(S(=O)(=O)Nc2nonc2C)cc1	i	i	i	i	i	-1	i	i	i	i	i
COc1ccc2oc(=O)c(C(=O)NCc3ccco3)cc2c1	i	i	i	i	i	-12	i	i	i	i	i
CCOc1cc(C2C(C(=O)OC)=C(C)N=C3SCCC(=O)N32)ccc1OC(C)=O (configuration not stated)	i	i	i	i	i	-2	i	i	i	i	i
O=C(c1ccc(N2C(=O)C3C4c5ccccc5C(c5ccccc54)C3C2=O)cc1)N1CCOCC1 (configuration not stated)	i	i	i	i	i	3	i	i	i	i	i
CC(C)(C)c1ccc(S(=O)(=O)NCC(=O)Nc2ccc(-c3nc4ccccc4s3)cc2)cc1	i	i	i	i	i	6	i	i	i	i	i
Cn1c(CNC(=O)OC(C)(C)C)nnc1SCC(=O)N1CCOCC1	i	i	i	i	i	1	i	i	i	i	i
CC(C)(C)c1ccc(NC(=O)C2CCCN(c3cnccn3)C2)cc1 (configuration not stated)	i	i	i	i	i	3	i	i	i	i	i
C=CCC(NC(C)c1ccccc1)c1ccco1 (configuration not stated)	i	i	i	i	i	2	i	i	i	i	i
Cc1nn2c3c(cnc2c1-c1ccc(Cl)cc1)C(=O)CC(c1ccco1)C3 (configuration not stated)	i	i	i	i	i	-6	i	i	i	i	i
OC(CN1CCN(c2ncc(C(F)(F)F)cc2Cl)CC1)c1ccccc1 (configuration not stated)	i	i	i	i	i	1	i	i	i	i	i
CCCOc1cc(CN2CCCCC2)cc(C(C)=O)c1	i	i	i	i	i	-5	i	i	i	i	i
CC(c1ccccc1)n1c(SCC(=O)Nc2ccccc2)n[nH]c1=O (configuration not stated)	i	i	i	i	i	-5	i	i	i	i	i
O=S(=O)(N1CCCCC1)N1CCN(c2ccccc2F)CC1	i	i	i	i	i	-1	i	i	i	i	i
Cc1ccc(S(=O)(=O)NCC(=O)N(CC(=O)NC2CCCCC2)Cc2ccco2)cc1	i	i	i	i	i	-6	i	i	i	i	i
O=C(N/N=C/c1ccc([N+](=O)[O-])o1)c1cccc(S(=O)(=O)N2CCOCC2)c1	i	i	i	i	i	6	i	i	i	i	i
COC(=O)c1sccc1-c1ccc(/C=N/OCc2c(Cl)cccc2Cl)o1	i	i	i	i	i	20	i	i	i	i	i
COCCn1c(C)cc(C(=O)CSc2ccc3ccccc3n2)c1C	i	i	25*	i	i	-5	i	i	i	i	i
COC(=O)c1cc(S(=O)(=O)Nc2nn(C)c3ccccc23)oc1C	i	i	i	i	i	-2	i	i	i	i	i
CCOc1ccccc1NC1c2ccccc2C(=O)N1Cc1ccco1 (configuration not stated)	i	i	i	i	i	-2	i	i	i	i	i
Cn1cc(-c2cc(C(=O)O)on2)cn1	i	i	i	i	i	-3	i	i	i	i	i
Cc1ccc(-n2nnc3ccccc3c2=O)cc1C	i	i	i	i	i	3	i	i	i	i	i
Cc1csc2nc(=O)c3ccccc3n12	/	i	/	/	i	-1	i	/	i	i	i
COc1ccc(N(C(=O)c2snc(C(N)=O)c2N)C(C(=O)NC2CCCC2)c2ccc(C)o2)c(OC)c1 (configuration not stated)	i	i	i	i	i	4	i	i	i	i	i
Nc1c(-c2cccc(Cl)c2)cnn1-c1cccc(C(F)(F)F)c1	i	i	i	i	i	32	i	i	i	i	i
Cn1nc(C(=O)Nc2ccc(S(=O)(=O)N3CCOCC3)cc2)c2ccccc2c1=O	i	i	i	i	i	2	i	i	i	i	i
COc1ccc(Cc2nnc(NC(=O)C3CCN(C(=O)c4ccco4)CC3)s2)cc1	i	i	i	i	i	8	i	i	i	i	i
CC(=O)Nc1cccc(NC(=O)c2c(-c3ccccc3)noc2C)c1	i	i	i	i	i	-5	i	i	i	i	i
COc1ccc(-c2ccc(C(C)=O)cc2)cc1[C@H]1[C@H]2C=CC[C@@H](C)[C@@H]2C(=O)N1Cc1ccccc1	i	i	i	i	i	22	i	i	i	i	i
CN(c1ccccc1)S(=O)(=O)c1cc(C(=O)c2nccn2C)ccc1Cl	i	i	i	i	i	-5	i	i	i	i	i
Cc1nnc(NC(=O)CSc2nnc(Cc3cccn3C)n2-c2cccc(C)c2C)s1	i	i	i	i	i	-3	i	i	i	i	/
Cc1ccc(SCCC(=O)OC(C(=O)NC(N)=O)C(C)C)cc1 (configuration not stated)	i	i	i	i	i	2	i	i	i	i	i
CCC(C(=O)Nc1cnccn1)c1ccccc1 (configuration not stated)	i	i	i	i	i	-1	i	i	i	i	i
CCN(CC)S(=O)(=O)c1ccc(C(=O)NC(=S)N(CCO)Cc2ccccc2)cc1	i	i	i	i	i	6	i	i	i	i	i
O=C(CSc1cccc[n+]1[O-])Nc1ccccc1Oc1ccccc1	i	i	i	i	i	7	i	i	i	i	i
Cc1cc(C)cc(N(C(C)C(=O)N2CCOCC2)S(C)(=O)=O)c1 (configuration not stated)	i	i	i	i	i	2	i	i	i	i	i
CC(=O)Nc1ccc(NC(=O)Nc2cccc(Cl)c2)cc1	i	i	i	i	i	-7	i	i	i	i	i
COc1ccc(C(=O)CN2C(=O)c3ccccc3C2=O)c(OC)c1C	i	i	i	i	i	24	i	i	/	i	i
O=c1oc2ccccc2c(N2CCOCC2)c1[N+](=O)[O-]	i	i	i	i	i	-2	i	i	i	i	i
O=C(Nc1ccc2c(c1)CCC2)C1CCN(c2c3c(nc4ncnn24)CCC3)CC1	i	i	i	i	i	4	i	i	i	i	i
CC(C)c1ccc(N(CC(=O)Nc2ccc(S(=O)(=O)N3CCOCC3)cc2)S(C)(=O)=O)cc1	i	i	i	i	i	-2	i	i	i	i	i
CN(C)c1ccc(C(C(=O)NCc2ccccc2)N(Cc2cccnc2)C(=O)c2snc(C(N)=O)c2N)cc1 (configuration not stated)	/	i	/	/	i	1	i	/	i	i	i
COc1ccc(S(=O)(=O)N2CCOCC2)cc1NC(=O)CN1CCCC1	i	i	i	i	i	-2	i	i	i	i	i
O=C(Nc1ccccc1-c1ccccc1)c1cc(C(F)(F)F)cc(C(F)(F)F)c1	i	i	i	i	i	-4	i	i	i	i	i
COc1ccccc1NC(=O)c1ccc(-n2ccnc2)c([N+](=O)[O-])c1	i	i	i	i	i	1	i	i	i	i	i
CCOc1ccc(C(C)=O)cc1CSC(=N)N	i	i	i	i	i	8	i	30*	i	i	i
CC1(C)Cc2c(sc(NC(=O)c3ccco3)c2C(=O)O)CO1	i	i	i	i	i	-2	i	i	i	i	i
CCC(C)Sc1nc2c(c(=O)[nH]1)C(c1cccs1)C1=C(CCCC1=O)N2 (configuration not stated)	i	i	i	i	i	10	i	i	i	i	i
CCn1cc(C(=O)NCCCN2CCCC(C)C2)c(=O)c2cc(S(=O)(=O)N(C)C3CCCCC3)ccc21 (configuration not stated)	i	i	i	i	i	-1	i	i	i	i	i
CC(=O)Oc1ccc2oc(=O)c3c(c2c1)CCCN3C(=O)CN1CCOCC1	i	i	i	i	i	-6	i	i	i	i	i
CCOc1ccc(-n2ccc(=O)c(C(=O)O)n2)cc1	i	i	i	i	i	-3	i	i	i	i	i
Cc1ccccc1NC(=O)C1CC(=O)OC12CCOC(C)(C)C2 (configuration not stated)	i	i	i	i	i	1	i	i	i	i	i
O=C(N/N=C/c1ccc(Cl)cc1)Nc1ccccc1	i	i	i	i	i	1	i	i	i	i	i
COCCCNC(=O)c1ccc(-c2nc3ccccc3nc2-c2ccccc2)cc1	i	i	i	i	i	12	i	i	i	i	i
C=C(C)CSC1=C(C#N)C(c2ccccc2)CC(=O)N1 (configuration not stated)	i	i	i	i	i	0	i	i	i	i	i
COc1ccc(C(=O)CCC(=O)NCCc2c[nH]c3ccccc23)cc1OC	i	i	i	i	i	-4	i	i	i	i	i
Nc1c(C(=O)Nc2ccc(S(=O)(=O)N3CCCC3)cc2)sc2nc3cc4c(cc3cc12)CCC4	i	i	i	i	i	7	i	i	i	i	i
Cc1cccc(N(C)c2ncnc3onc(-c4ccc(F)cc4)c23)c1C	i	i	i	i	i	5	i	i	i	i	i
CCOC(=O)C1=C(C)C2C3C(=O)N(c4ccc(C)cc4C)C(=O)C3C1(C)C1C(=O)N(c3ccc(C)cc3C)C(=O)C21 (configuration not stated)	i	i	i	i	i	2	i	i	i	i	i

Rows are unselected; any-hit rate near 6.7%.
